Screening results deposited in PubChem BioAssay by several laboratories.
SRC3 inh = inhibits human SRC3 coactivator; Q9Y6Q9; HEK293 GAL4-SRC3 luciferase reporter, luminescence; inhibition, % at 3.6 µM; actives 0.17% (n = 360,000); AID 588352;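 active = inhibition above a per-campaign cutoff, the mean of all compounds plus 3 SD, cut at about 60% in these data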;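 note: 0% = DMSO-treated cells and 100% = gossypol-treated cells at 36 µM; higher means less SRC3-driven luciferase light from the GAL4 reporter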
SRC2 inh = inhibits human steroid receptor coactivator 2; Q15596; HEK293 GAL4-SRC2 luciferase reporter, luminescence; inhibition, % at 9 µM; actives 0.17% (n = 370,000); AID 651957;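 active = inhibition above the mean inhibition of all tested compounds plus 3 SD, set per campaign, cut at about 52% in these data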;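 note: 0% = DMSO treated cells and 100% = cells given Gossypol at 36 µM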
NOD2 RIPK2 PPI = blocks binding of human NOD2 to RIPK2. O43353. CHO BLA complementation NOD2-RIPK2, CCF4 ratio. inhibition, % at 4.98 µM. actives 0.38% (n = 360,000); in the data active = inhibition above about 21%;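 note: 0% = vehicle only and 100% = reference blocker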
SRC1 inh = inhibitors of human steroid receptor coactivator 1 (SRC1); HEK293 GAL4-SRC1 luciferase reporter, luminescence; Q15788; AID 588354; inhibition, % at 3.6 µM; actives 0.12% (n = 360,000);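 active = inhibition above the campaign mean plus 3 SD, with each screening campaign given its own cutoff, cut at about 60% in these data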;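 note: 0% = DMSO treated cells and 100% = gossypol at 36 µM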
LMP1 NFkB inh = reduces LMP1-driven NF-kappaB luciferase signal | LMP1-induced NF-kappaB luciferase reporter cells, luminescence | inhibition, % at 12.5 µM | actives 0.69% (n = 350,000) | AID 504558; in the data active = inhibition above about 41%;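 note: 0% = neutral control wells and 100% = reference inhibitor control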
TLR9-MyD88 inh = TLR9-MyD88 interaction inhibition; Q9NR96+Q99836; CHO BLA complementation TLR9-MyD88, CCF4 FRET ratio; inhibition, % at 4.98 µM; actives 0.21% (n = 340,000);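 active = inhibition above the mean over all tested compounds plus 3 SD, cut at about 21% in these data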;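 note: 0% = DMSO only wells and 100% = clavulanate BLA inhibitor control wells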
NR2F2 inh = inhibitors of human COUP-TFII (NR2F2). HEK293T NGFI-A luciferase reporter, luminescence. inhibition, % at 8.6 µM. actives 0.7% (n = 370,000). AID 686940;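 active = inhibition above a per-plate cutoff, mean inhibition of test wells between control levels plus 3 SD, cut at about 38% in these data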;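 note: cells cotransfected with COUP-TFII expression vector driving the NGFI-A reporter; 0% = median of COUP-TF2 test wells and 100% = reporter-only cells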
Target sequence (P24468 whole entry, looked up): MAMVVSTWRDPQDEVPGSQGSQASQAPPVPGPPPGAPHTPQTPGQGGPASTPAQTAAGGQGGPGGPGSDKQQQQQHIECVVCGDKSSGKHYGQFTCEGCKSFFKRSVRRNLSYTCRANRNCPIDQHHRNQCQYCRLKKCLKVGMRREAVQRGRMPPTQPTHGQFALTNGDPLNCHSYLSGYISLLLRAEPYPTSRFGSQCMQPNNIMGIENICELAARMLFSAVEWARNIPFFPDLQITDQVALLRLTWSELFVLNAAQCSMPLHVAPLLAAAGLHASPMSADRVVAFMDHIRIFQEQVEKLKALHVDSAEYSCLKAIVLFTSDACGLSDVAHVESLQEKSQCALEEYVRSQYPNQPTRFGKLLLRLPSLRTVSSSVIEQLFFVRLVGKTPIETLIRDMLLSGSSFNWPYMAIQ
LRH-1 inv ag = inverse agonists of human LRH-1 (NR5A2); O00482; HEK293T StAR-luciferase reporter, LRH-1 transfected, 24 h; inhibition, % at 3.6 µM; actives 0.13% (n = 360,000);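 active = inhibition above the mean inhibition of all tested compounds plus 3 SD, cut at about 73% in these data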;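 note: 0% = DMSO wells and 100% = reporter-only cells lacking LRH-1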
Target sequence (O00482 whole entry, looked up): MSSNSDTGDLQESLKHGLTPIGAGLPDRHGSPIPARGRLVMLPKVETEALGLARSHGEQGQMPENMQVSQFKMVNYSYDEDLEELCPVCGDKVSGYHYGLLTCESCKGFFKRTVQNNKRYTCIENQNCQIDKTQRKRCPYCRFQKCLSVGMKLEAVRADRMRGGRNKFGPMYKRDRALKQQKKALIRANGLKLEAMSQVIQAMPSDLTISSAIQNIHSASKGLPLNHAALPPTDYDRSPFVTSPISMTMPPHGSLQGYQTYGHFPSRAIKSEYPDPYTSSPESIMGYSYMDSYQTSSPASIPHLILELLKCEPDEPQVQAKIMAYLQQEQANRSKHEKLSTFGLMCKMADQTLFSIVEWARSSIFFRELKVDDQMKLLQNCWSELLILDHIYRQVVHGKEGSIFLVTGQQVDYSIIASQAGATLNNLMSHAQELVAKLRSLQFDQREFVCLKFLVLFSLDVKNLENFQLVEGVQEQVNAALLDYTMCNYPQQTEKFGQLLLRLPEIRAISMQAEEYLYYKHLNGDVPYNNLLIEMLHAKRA
TROY NFkB inh = inhibitors of TROY-dependent NF-kB signaling; Q293 LMP1-TROYcd NF-kB luciferase reporter, 4 h; inhibition, % at 10 µM; actives 0.98% (n = 360,000);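 active = compounds whose plate-normalised and pattern-corrected inhibition of the luciferase reporter signal at the single screening dose is 50% or more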
C8 TRAIL sens = sensitizes caspase-8 expressing cells to TRAIL. NB7+C8 cells + TRAIL, ATPlite viability luminescence. inhibition (viability loss, TRAIL sensitization), % at 10 µM. actives 1% (n = 360,000). AID 624354;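 active = compounds causing at least 50% loss of cell viability in the single-dose screen, relative to plate controls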
TWEAK-Fn14 inh = inhibitors of TWEAK-Fn14 interaction signaling | actives 2% (n = 360,000) | inhibition, % at 10 µM | AID 1159606 | TWEAK-stimulated Fn14 reporter cells, luciferase luminescence, 8 h; in the data active = inhibition above about 50%
* = called active by the depositor; · = not tested or not shown. Not all compounds are listed, so the mix of outcomes need not match the whole.

SMILES	SRC3 inh	SRC2 inh	NOD2 RIPK2 PPI	SRC1 inh	LMP1 NFkB inh	TLR9-MyD88 inh	NR2F2 inh	LRH-1 inv ag	TROY NFkB inh	C8 TRAIL sens	TWEAK-Fn14 inh
CC1CCN(c2ccc3c(c2)S(=O)(=O)c2cccc(C(=O)NC[C@@H]4CCCO4)c2C3=O)CC1	-11	-20	14	-24	1	-1	2	-21	-18	33	6
O=C(NCc1ccc2c(c1)OCO2)c1nc(S(=O)(=O)Cc2ccccc2F)ncc1Cl	-41	-21	79*	-49	11	14	-3	5	76*	31	79*
O=C(CCNS(=O)(=O)c1ccc(Br)s1)N1CCN(c2ccccc2)CC1	-8	3	-4	1	3	-11	-3	5	10	8	-14
NC(=O)COc1ccc(C(=O)/C=C2/C(=O)Nc3ccccc32)cc1	-3	10	6	-9	11	0	-9	12	1	28	47
CC(C)c1ccc2c(c1)C(c1ccc(N3CCOCC3)cc1)=NNC(c1cccs1)=N2	-64	-51	-4	-42	34	-16	-26	-108	-37	-6	6
COc1ccc(/C=N/Nc2nc(Nc3ccccc3)nc(N3CCCC3)n2)cc1	-13	-15	-3	-6	6	3	18	6	-24	10	17
O=C(O)CCSc1nnc(COc2cccc3cccnc23)n1-c1ccccc1	-1	0	4	-51	5	6	-4	0	3	-3	5
O=C(Nc1ccccc1F)Nc1cc(S(=O)(=O)N2CCOCC2)ccc1N1CCCC1	0	-11	-7	-20	-2	2	8	-17	-8	-24	-8
Cc1ccc(S(=O)(=O)Nn2c(O)c(C=C3N=c4ccccc4=N3)sc2=S)cc1	12	-8	0	-115	4	5	6	0	32	-43	40
CCCCCC(=O)NC(=S)Nc1cccc(C(C)=O)c1	6	-24	0	-9	-9	-4	-4	-22	-12	0	-4
O=C1CC(c2cccc(Cl)c2)CC(O)=C1C=NC1CCCC1 (stereo not drawn)	11	-9	-5	-3	-22	1	-4	-12	-7	-15	18
CC1CC(C)CN(CCCNC(=O)Cn2ncn3cccc3c2=O)C1 (stereo not drawn)	5	-8	5	0	-12	-4	1	10	-4	-15	7
Cn1c(=O)c2cc(NC(=O)OCCF)ccc2n1Cc1cccc(C(F)(F)F)c1	1	3	-1	-4	·	·	13	0	3	0	6
O=C(COC(=O)C12CC3CC(CC(C3)C1)C2)NCCCc1ccccc1	9	7	-3	-1	5	-5	-2	-10	-4	-6	2
CCCCC1CC(=O)NC1(C(=O)OCC)C(=O)OCC (stereo not drawn)	0	-1	0	5	1	-6	-4	8	2	-26	14
O=S(=O)(NC(=S)c1ccccc1)c1ccccc1	16	3	-7	13	-10	-12	7	16	1	-16	-20
COc1ccccc1CNc1nc(NCc2ccccc2)nc2ccsc12	10	-14	-22	-2	·	·	2	14	50*	14	0
CN(C(=O)CS(=O)(=O)c1cn(CC(=O)N2CCCC2)c2ccccc12)c1ccccc1	12	6	-11	-7	-1	-5	-9	12	11	-6	-4
Cc1ccccc1NC(=O)CSc1nnc(Cc2cccn2C)n1-c1ccc(F)cc1	13	-30	-10	4	2	0	1	6	4	-2	5
COc1cccc(C2=NOC(C(=O)NC3CCCCC3)C2)c1 (stereo not drawn)	-2	10	1	9	7	-4	11	9	-11	-15	21
CC(C)NC(=O)C1(c2ccccc2)CCOCC1	3	10	3	-78	-5	2	16	-22	6	-16	-14
COc1ccc(-c2noc(CNC(=O)CCN3C(=O)[C@H]4CC=CC[C@H]4C3=O)n2)cc1	21	-4	0	14	1	-6	2	8	-12	-7	22
O=C(CCOc1ccccc1)NCC(c1ccco1)N1CCCCC1 (stereo not drawn)	3	-11	-4	6	-8	-9	-1	-31	-4	-3	-14
CCOP(=O)(OCC)C(Cc1ccc(OC)c(OC)c1)N=C(c1ccccc1)c1ccccc1 (stereo not drawn)	3	-32	-2	1	·	·	15	-6	-9	-4	9
CN1CCC(=NNC(=O)c2cn(-c3ccccc3)nc2-c2ccccc2)CC1	4	-16	-7	7	-6	-1	12	-20	2	-6	-8
Cn1c(=O)[nH]c(=O)c2c1nc(N1CCNCC1)n2Cc1ccccc1	-3	-15	6	5	11	-8	12	-14	19	-9	3
Nc1cc(=O)[nH]c(=O)n1CCCc1ccccc1	0	-3	-4	-6	-6	-3	15	7	10	14	-8
Cc1c(OCC(=O)NCC2CCC(C(=O)NCCCO)CC2)ccc2c(-c3ccccc3)cc(=O)oc12 (stereo not drawn)	-9	-2	-1	-14	-6	-8	6	31	-16	-21	-14
COc1ccccc1N1CCN(C(=O)c2cccs2)CC1	4	-35	-4	6	-2	-8	-5	2	-7	18	8
Cc1cc(NC(=O)CSc2nc(-c3ccccc3)nc3c2c(=O)n(C)c(=O)n3C)no1	-18	16	-2	-5	11	-4	-5	-28	8	-2	-15
CCOC(=O)c1nn(-c2ccccc2)c(C#N)c1N	12	-53	-9	-11	5	0	2	15	-1	-3	-14
CN1CCC(=O)N([C@H](CSc2ccccc2)c2ccccc2)CC1	-37	-16	-2	-18	14	2	-1	7	-16	-11	-5
COc1ccc(Cl)cc1NC(=O)COC(=O)c1ccc(C)o1	1	5	0	3	-2	12	3	0	-2	-13	-5
COc1ccc(S(=O)(=O)N2CCC(C(=O)NCCC(=O)NCc3cccc(OC)c3)CC2)cc1	1	20	-8	3	-7	-6	-13	-5	-17	-4	14
CC(C)N(CCNCC(O)COc1ccc(C(C)(C)c2ccccc2)cc1)C(C)C (stereo not drawn)	15	10	-3	0	-6	9	24	-11	8	14	-1
CSc1c(C#N)sc(=S)n1-c1ccc(C)cc1	13	-25	6	-50	-5	4	4	2	-2	2	-10
N/C(CS(=O)(=O)c1ccccn1)=N\OC(=O)c1ccccc1Cl	-56	-83	-12	-86	-26	·	-22	-85	-22	12	5
O=C(COc1ncnc2ccccc12)NCC1CCCO1 (stereo not drawn)	3	-5	4	5	-9	-1	15	7	1	-3	7
Cn1c(=O)nc2n(Cc3ccccc3)c3ccccc3cc-2c1=O	17	11	0	-11	3	-3	7	13	-7	0	-8
O=C(CN(Cc1ccccc1Cl)C(=O)c1ccc(CN2CCOCC2)o1)NCC1CCCO1 (stereo not drawn)	-1	28	-3	-8	0	-3	-2	15	-3	-1	1
O=C(N/N=C/c1cc([N+](=O)[O-])ccc1O)c1c[nH]c2ccccc12	23	-9	-12	14	13	-6	-22	1	0	18	-10
COc1ccc(C2CC(c3cccs3)=NN2c2nc(C)c(C(C)=O)s2)cc1OC (stereo not drawn)	2	-38	7	-64	18	-3	-65	-13	-8	1	-42
Cc1cccc(-c2ccc(C=Nc3c(C)n(C)n(-c4ccccc4)c3=O)o2)c1	10	1	-1	-9	0	-5	3	13	-16	-10	-6
COc1ccc(N2CCN(C(=O)c3ccc(-c4nc5ccccc5s4)o3)CC2)cc1	-18	-13	-20	-32	-2	-1	-17	-35	22	-5	6
CC1CN(C(=O)c2scc3c2OCCO3)CC(C)O1 (stereo not drawn)	-8	-6	-2	-22	-7	4	-7	-6	22	-4	-8
Cc1cc(CSc2ccccc2)ccc1NC(=O)c1ccc(CN2CCOCC2)cc1	30	5	7	32	35	-6	63*	40	24	24	52*
O=S(=O)(c1ccc(Br)s1)N1CCc2ccccc2C1	4	19	5	2	-1	-6	7	22	-15	15	-1
CCNS(=O)(=O)c1ccc(NC(=O)c2cc(C(F)(F)F)nn2C)cc1	7	2	2	-10	-5	-7	1	6	-20	-1	-11

Nothing new here: entries from further up.
SMILES	SRC3 inh	SRC2 inh	NOD2 RIPK2 PPI	SRC1 inh	LMP1 NFkB inh	TLR9-MyD88 inh	NR2F2 inh	LRH-1 inv ag	TROY NFkB inh	C8 TRAIL sens	TWEAK-Fn14 inh
COc1ccc(S(=O)(=O)N2CCC(C(=O)NCCC(=O)NCc3cccc(OC)c3)CC2)cc1	1	20	-8	3	-7	-6	-13	-5	-17	-4	14
CC(C)N(CCNCC(O)COc1ccc(C(C)(C)c2ccccc2)cc1)C(C)C (stereo not drawn)	15	10	-3	0	-6	9	24	-11	8	14	-1
CSc1c(C#N)sc(=S)n1-c1ccc(C)cc1	13	-25	6	-50	-5	4	4	2	-2	2	-10
N/C(CS(=O)(=O)c1ccccn1)=N\OC(=O)c1ccccc1Cl	-56	-83	-12	-86	-26	·	-22	-85	-22	12	5
O=C(COc1ncnc2ccccc12)NCC1CCCO1 (stereo not drawn)	3	-5	4	5	-9	-1	15	7	1	-3	7
Cn1c(=O)nc2n(Cc3ccccc3)c3ccccc3cc-2c1=O	17	11	0	-11	3	-3	7	13	-7	0	-8
O=C(CN(Cc1ccccc1Cl)C(=O)c1ccc(CN2CCOCC2)o1)NCC1CCCO1 (stereo not drawn)	-1	28	-3	-8	0	-3	-2	15	-3	-1	1
O=C(N/N=C/c1cc([N+](=O)[O-])ccc1O)c1c[nH]c2ccccc12	23	-9	-12	14	13	-6	-22	1	0	18	-10
COc1ccc(C2CC(c3cccs3)=NN2c2nc(C)c(C(C)=O)s2)cc1OC (stereo not drawn)	2	-38	7	-64	18	-3	-65	-13	-8	1	-42
Cc1cccc(-c2ccc(C=Nc3c(C)n(C)n(-c4ccccc4)c3=O)o2)c1	10	1	-1	-9	0	-5	3	13	-16	-10	-6
COc1ccc(N2CCN(C(=O)c3ccc(-c4nc5ccccc5s4)o3)CC2)cc1	-18	-13	-20	-32	-2	-1	-17	-35	22	-5	6
CC1CN(C(=O)c2scc3c2OCCO3)CC(C)O1 (stereo not drawn)	-8	-6	-2	-22	-7	4	-7	-6	22	-4	-8

(more compounds)
SMILES	SRC3 inh	SRC2 inh	NOD2 RIPK2 PPI	SRC1 inh	LMP1 NFkB inh	TLR9-MyD88 inh	NR2F2 inh	LRH-1 inv ag	TROY NFkB inh	C8 TRAIL sens	TWEAK-Fn14 inh
Cc1ccc(C)c(S(=O)(=O)NCC(=O)Nc2sc3c(c2C(N)=O)CCC(C)C3)c1 (stereo not drawn)	-3	10	1	-16	0	3	-5	11	-7	11	-8
COc1ccccc1C(C)NC(=O)c1ccc(NC(=O)CC2SC(N3CCCC3)=NC2=O)cc1 (stereo not drawn)	-2	2	8	1	0	-1	-8	-28	8	-3	-11
O=S1(=O)CCN(Cc2cccnc2)CC1	2	-6	-2	-10	-1	-4	10	-5	-1	-10	15
C[C@@H]1CN([C@H](C)CO)C(=O)CCCn2nncc2CO[C@H]1CN(C)Cc1ccccc1C(=O)O	-9	0	-3	-6	-2	-1	-11	1	-8	10	-4
Cc1ccc(C(=O)C(C)OC(=O)C2CCN(c3ccc(C(F)(F)F)cn3)CC2)cc1 (stereo not drawn)	11	20	-11	-8	-15	0	-16	21	15	11	-4
